S3 lipid droplet = qHTS Assay for Lipid Storage Modulators in Drosophila S3 Cells | 320,000 compounds, 0.64% hits | Drosophila S3 cells, BODIPY lipid droplet fluorescence, 18-24 h; cells fed with added oleic acid | Potency in µM for hits, for the others lipid storage change, negative = inhibition, % at the top dose, mostly 46.1 µM; active = well fitted inhibition curve with a large enough effect in the signal ratio, with a control signal flat, not every such curve was filed as active; inconclusive = small, poorly fitted or top-dose-only effect, or effect the other way, or a change in a side signal; the % refers to the signal ratio
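Drosophila S3 cells got compounds at several concentrations plus oleic acid (400 uM solution). Laser-scanning cytometry with 488 nm excitation read lipid droplets at 500-530 nm and cells at 575-640 nm. Percent activity was relative to 20 uM Triacsin C.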
S3 lipid droplet cell count max = recorded beside S3 lipid droplet, whose call it bears; cell number change, %; measured here: cell count max response;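 cells counted by Cell Tracker Red CMTPX staining in the red channel; peak over a dose series mostly up to 46.1 µM; percent activity relative to internal control wells on each plate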
Starred values were filed as active, the others as inactive; i = inactive; u = inconclusive; x = no result given; [ ] = dose if it differs, or a comment. % is set by controls: 0 for no effect and ±100 for the full control effect; potency is the fitted concentration of half-maximal effect. Not all compounds are listed (hit frequency here may not be typical).

The first seven records as a preview:
S3 lipid droplet	S3 lipid droplet cell count max	molecule
i	1.2	CCOC(=O)C1=C(CN2CCc3ccccc32)NC(=O)NC1c1ccc(Cl)cc1 (stereo not given)
u	x	COC(=O)c1ccccc1NC(=O)CSc1ccc(C)cc1
u	x	COc1cccc(C2CC(c3cccc(NS(C)(=O)=O)c3)=NN2C(=O)c2ccccc2)c1OC (stereo not given)
8.1%	7.3	COc1ccc(-n2c3c(cc(C(=O)NNc4ccccc4)c2=O)C(=O)CC(C)(C)C3)cc1
u	x	CCCNS(=O)(=O)c1ccc(-n2cnnn2)c(OC)c1
u	x	COc1ccc2nc(SCC(N)=O)cc(C)c2c1
15.7%	0.6	CC(C)CCN1CCN(Cc2nc3c(s2)CCCC3)CC1CCO (stereo not given)

The list itself, repeating the preview:
S3 lipid droplet	S3 lipid droplet cell count max	molecule
i	1.2	CCOC(=O)C1=C(CN2CCc3ccccc32)NC(=O)NC1c1ccc(Cl)cc1 (stereo not given)
u	x	COC(=O)c1ccccc1NC(=O)CSc1ccc(C)cc1
u	x	COc1cccc(C2CC(c3cccc(NS(C)(=O)=O)c3)=NN2C(=O)c2ccccc2)c1OC (stereo not given)
8.1%	7.3	COc1ccc(-n2c3c(cc(C(=O)NNc4ccccc4)c2=O)C(=O)CC(C)(C)C3)cc1
u	x	CCCNS(=O)(=O)c1ccc(-n2cnnn2)c(OC)c1
u	x	COc1ccc2nc(SCC(N)=O)cc(C)c2c1
15.7%	0.6	CC(C)CCN1CCN(Cc2nc3c(s2)CCCC3)CC1CCO (stereo not given)
-19.1%	-2.1	O=C(Nc1cccc(F)c1)N1CC=C(n2c(=O)[nH]c3ccccc32)CC1
0.4%	9.7	Cc1csc(SC(C)C(=O)Nc2ccc3c(c2)OCCO3)n1 (stereo not given)
7.8%	4.5	COC(=O)[C@H]1C[C@@H]1[C@H](N)c1ccccc1
u	x	CC(C)(C)CC(=O)Nc1cc(S(=O)(=O)N2CCCCCC2)ccc1Cl
u	x	O=[N+]([O-])c1cc([N+](=O)[O-])c(Oc2cncc(Cl)c2)cc1NC1CCCCCCC1
u	x	Cc1ncsc1CCOC(=O)C1C2CC3CC(C2)CC1C3 (stereo not given)
u	x	Cc1cc(=O)oc2cc(OCC(=O)NCc3ccncc3)ccc12
u	x	COc1ccc(-n2cnc3cc(NS(=O)(=O)c4ccc(C)cc4)ccc32)cc1
u	x	CCCn1c2ccc(C)cc2c2n[nH]c(=S)nc21

4 of the compounds above, with bars between the fields.
SMILES | S3 lipid droplet | S3 lipid droplet cell count max
COC(=O)[C@H]1C[C@@H]1[C@H](N)c1ccccc1 | 7.8% | 4.5
CC(C)(C)CC(=O)Nc1cc(S(=O)(=O)N2CCCCCC2)ccc1Cl | u | x
O=[N+]([O-])c1cc([N+](=O)[O-])c(Oc2cncc(Cl)c2)cc1NC1CCCCCCC1 | u | x
Cc1ncsc1CCOC(=O)C1C2CC3CC(C2)CC1C3 (stereo not given) | u | x

The listing continues:
S3 lipid droplet	S3 lipid droplet cell count max	molecule
u	x	CCOc1ccc(S(=O)(=O)Nc2ccc(C(=O)N3CCC3)cc2)cc1
u	x	S=c1[nH]nc(COc2cccc3ccccc23)n1Cc1ccccc1
u	x	COc1ccc(NC(=O)CN(C)C(=O)c2cc3c(s2)CCCCC3)cc1
-2.4%	-13.8	Cc1cc(C)n2nc(SCC(=O)c3cccs3)nc2n1
i[0.369 µM]	-6.5	Cc1cc(C)cc(NC(=O)N2CCNC(=O)C2CC(=O)Nc2cc(Cl)ccc2Cl)c1 (stereo not given)
-18.5%[9.22 µM]	-21.3	Cc1n[nH]c(C)c1S(=O)(=O)N(CC(=O)NC1CCCC1)c1ccc(C(C)C)cc1
u	x	O=C(COc1ccc(F)cc1)N(Cc1ccc(Cl)cc1)C1CCS(=O)(=O)C1 (stereo not given)
-23.9%	20.4	NC(=O)c1ccc(-n2nnnc2Oc2ccccc2)cc1
6.1%	x	O=C1CSC(=Nc2ccc(O)cc2)N1
u	x	COc1ccc(-c2csc(NC(=O)CN3C(=O)C4CCCCC4C3=O)n2)cc1OC (stereo not given)
u	x	COc1ccc(C(=O)NNC2CC(=O)N(Cc3ccccc3)C2=O)cc1OC (stereo not given)
i	x	Cc1ccc(NC(=O)CNC(C)c2ccccc2)cc1 (stereo not given)
u	x	CC1(C)CC(CCC(=O)Nc2ccc(S(N)(=O)=O)cc2)C(=O)O1 (stereo not given)
u	x	COC(=O)c1ccc(C2/C(=C(/O)c3ccc4c(c3)CC(C)O4)C(=O)C(=O)N2Cc2cccnc2)cc1 (stereo not given)
i	x	COc1ccc(CCNC(=O)Cn2c(=O)n(CC3CCCO3)c(=O)c3ccccc32)cc1OC (stereo not given)
i	x	CC(=O)N1CCC(=NNc2ncc(C(F)(F)F)cc2Cl)CC1
u	x	O=C(Cc1cccc2ccccc12)Nc1nnc(-c2cccc([N+](=O)[O-])c2)s1
9.4%	-13.0	O=C(NCc1ccc(Cl)cc1)c1cnn2ccccc12
u	x	O=C(Oc1ccc(NC2=NS(=O)(=O)c3ccccc32)cc1)c1cccnc1
-7.8%	-3.9	CCOc1ccc(C(C(=O)NC2CCCC2)N(Cc2ccccc2)C(=O)c2nsc(Cl)c2Cl)cc1 (stereo not given)
u	x	COc1ccc(O)c(/C=N/NC(=O)CCC(=O)Nc2cccc(C)c2)c1
u	x	CC1(C2(O)CC(c3ccccc3)ON2)CCCCC1 (stereo not given)
u	x	COc1ccc(C(=O)N2CCN(S(=O)(=O)c3ccc(Cl)cc3)CC2)cc1OC
u	x	COc1cccc(N2CCN(C(=O)CN(c3cc(C)cc(C)c3)S(=O)(=O)c3c(C)noc3C)CC2)c1
u	x	O=C(Nc1ccc(S(=O)(=O)Nc2ncccn2)cc1)c1nn(Cc2ccccc2)c(=O)c2ccccc12
u	x	COC(=O)c1cc(=O)nc2sc(-c3ccccc3)nn12
u	x	Cc1ccc(C)c(N/N=C2\CCCNC2=O)c1
-3.4%	14.0	CC(CCc1ccccc1)NC(=O)CN1CCN(Cc2ccc(Cl)cc2)C1=O (stereo not given)
i	x	COc1ccc(C/C(N)=N/n2cnnc2)cc1Cl
u	x	CCCCN(C(=O)c1ccc(OC(F)(F)F)cc1)c1c(N)n(CCC)c(=O)[nH]c1=O
u	x	O=C(CSc1nc2c(c(=O)[nH]1)CCC2)Nc1ccc(F)cc1
i	1.5	O=C1CCC(C(=O)N2CCOCC2)CN1Cc1cccc(C(F)(F)F)c1 (stereo not given)
u	x	O=C(NCCc1nc2ccccc2[nH]1)/C(=C/c1ccc2c(c1)OCO2)NC(=O)c1ccccc1Cl
-1.7%	-11.7	O=c1[nH]c(/C=C/c2cccc([N+](=O)[O-])c2)c([N+](=O)[O-])c(=O)[nH]1
i	6.1	Cc1cccc(-c2cc(C(=O)Nc3sc(C)c(C)c3C(N)=O)c3ccccc3n2)c1
u	x	O=C(O)c1ccc(N=Nc2c(O)[nH]c3ccccc23)cc1
u	x	Cc1ccccc1Nc1c(-c2cccnc2)nc2ccccn12
u	x	CC1CC(C)CN(C(=O)C2CCN(S(=O)(=O)c3cccc4cccnc34)CC2)C1 (stereo not given)
u	x	CCc1ccc(-c2nc(SCC(=O)NC3CCCC3)n[nH]2)cc1
u	x	Cc1cc(C)nc(N2CCCC(C(=O)NC(C)C)C2)n1 (stereo not given)
u	x	Cc1sc2ncnc(N3CCCCC3)c2c1C
u	x	CC(CCc1ccccc1)NC(=O)C(=O)Nc1ccccc1 (stereo not given)
u	x	CCOc1ccc(S(=O)(=O)N2CCC(C(=O)N3CCCCCC3)CC2)cc1C
24.2%	14.0	COc1ccc(S(=O)(=O)Nc2cc3c4c(c2)CCN4C(=O)CC3)cc1
u	x	O=C(c1ccc(COc2ccc(Cl)cc2Cl)o1)N1CCCC1
10.7%	-1.4	COc1cc2c(cc1NC(=O)c1cc(-c3cccnc3)nc3ccc(C)cc13)oc1ccccc12
u	x	CCOC(=O)C1=C(CN2CCc3ccccc32)NC(=O)NC1c1cccc([N+](=O)[O-])c1 (stereo not given)
-20.3%	5.8	CCC(=O)Nc1cc2c(cc1C(=O)c1ccccc1)OCCO2
i	x	CCCc1nn(C)c2c1C(c1cccnc1)C(C#N)=C(N)O2 (stereo not given)
17.9%	-0.7	CC(=O)Nc1ccc(NC(=O)COc2ccc(Br)cc2C)cc1
u	x	COc1ccccc1NC(=O)Nc1nnc(-c2ccco2)s1
u	x	CSc1ccc(CN2CCN(C(=O)c3ccncc3)CC2)cc1
u	x	CC(C)(C)c1ccc(C(=O)NCCN2CCCC2)cc1
-6.8%	-6.2	Cc1onc(-c2ccccc2)c1CNC(=O)C1COc2ccccc2O1 (stereo not given)
u	x	CSc1nc(N2CCOCC2)nc2ccc(C)cc12
u	x	CSc1ccccc1NC(=O)C1CCCO1 (stereo not given)

Next structures follow.
S3 lipid droplet	S3 lipid droplet cell count max	molecule
u	x	CCOC(=O)c1ccc(S(=O)(=O)N2CCN(CC(=O)NC(=O)NC3CCCCC3)CC2)cc1
u	x	CCOC(=O)/C(C#N)=C/C=C1\C=Cc2ccccc2N1CC
9.2%	-10.2	CCCn1c2c(c(O)c(C(=O)NC)c1=O)CCCC2
u	x	COc1ccc(C(=O)/C(=C/N(C)C)S(=O)(=O)c2ccccc2)cc1
u	x	Cc1ccc(SCC(=O)OCC(=O)N2CCN(C(=O)c3ccco3)CC2)c(C)c1
-5.9%	-18.0	O=C(NCc1ccco1)c1ccc2snnc2c1
u	x	CSc1ncccc1C(=O)Nc1cc(C)ccn1
7.1%	11.5	COCCNC(=O)CN1CCC(NC(=O)C(C)(C)C)CC1
u	x	CCn1cc(C(=O)NCc2ccc(OC)cc2OC)c(=O)c2ccc(C)nc21
14.4%	11.9	O=C(CN1CCN(C(=O)C2CCCO2)CC1)Nc1ccc(F)cc1 (stereo not given)
-1.6%	16.1	COc1ccc(C(CCO)NC(=O)c2cccs2)cc1OC (stereo not given)
u	x	c1ccc(N2CCCCC2)c(Nc2nc3ccccc3n3cnnc23)c1
u	x	CCc1ccc(OCC(=O)N/N=C/c2cc([N+](=O)[O-])ccc2N2CCOCC2)cc1
22.3%[0.0737 µM]	-23.2	COc1ccccc1NC(=O)COC(=O)CCn1c(C)csc1=O
u	x	CCc1cc2c(=O)n(Cc3ccco3)c(SCC(=O)NCC3CCCO3)nc2s1 (stereo not given)
0.1%	6.1	Cc1ccc2c(CN(C)Cc3cccc(Cl)c3)cc(=O)oc2c1C
u	x	CN(C)S(=O)(=O)c1cccc(NC(=S)NC(=O)c2ccco2)c1
u	x	CCC(C)(C)NS(=O)(=O)c1cc(CN2C(=O)c3cccnc3C2=O)ccc1OC
9.7%	6.0	Cc1ccc(NC(=O)c2ccc(CN3CCc4ccccc4C3)cc2)cc1
0.651µM*	17.1*	O=C1Nc2cc(C(=O)N3CCc4ccccc4C3)ccc2S/C1=C\c1ccccc1
9.5%	-14.9	CCOCCn1c(N(C)Cc2ccccc2)nc2c1c(=O)[nH]c(=O)n2C
u	x	COc1ccc(NC(=O)N2CCCc3ccccc32)cc1OC
-9.4%	-10.5	CNC(=S)Nc1cccc(C(C)=O)c1
i	x	Cc1cc(C)n(CCC(=O)N2CCc3ccccc32)n1
u	x	COc1ccccc1Nc1nc(C)nc2c1oc1ccccc12
-20.9%	-26.2	C=CCNC(=O)NC(=O)COC(=O)/C(C#N)=C/c1cc(C)n(CCC(C)C)c1C
i	-9.8	Cc1ccc(-c2cc(C(F)F)n3ncc(C(=O)N4CCN5CCCC5C4)c3n2)cc1 (stereo not given)
u	x	COCCCNC(=O)CN(CCc1ccccc1)S(=O)(=O)c1ccccc1
-3.6%	4.3	O=C1Nc2ccc([N+](=O)[O-])cc2C1(O)N1CCCCCC1 (stereo not given)
i	x	O=C(Cn1cnc2ccccc2c1=O)NCCC(=O)Nc1ccc2c(c1)OCCO2
u	x	CCCn1c(N)c(C(=O)CSc2ncc(C(F)(F)F)cc2Cl)c(=O)[nH]c1=O
-0.2%	-2.9	NNC(=O)c1ccc(COc2ccc3c(c2)CCC3)o1
u	x	COc1ccc(C(=O)NNC(=O)C2CCCN(C3CC(=O)N(c4ccccc4)C3=O)C2)cc1 (stereo not given)
u	x	Cc1ccc(Cl)cc1N1CCN(C(=O)c2ccc(NC3=NC4CS(=O)(=O)CC4S3)cc2)CC1 (stereo not given)
0.1%	4.8	Cc1ccc(-n2c(C)c(C)c3c(NCCN(C)C)ncnc32)cc1
u	x	O=C1CCCc2c1nc(-c1ccccc1F)n2O
u	x	O=C(CCNS(=O)(=O)c1ccccc1)OCC(=O)c1ccc[nH]1
u	x	CCN(CC)c1ccc(/C=N/NC(=O)c2ccco2)cc1
u	x	CC(C)C(=O)N1CCN(c2ccc(NC(=O)c3ccco3)cc2Cl)CC1
u	x	CN(CCCNC(=O)c1ccccc1F)CCCNC(=O)c1ccccc1F
u	x	Cc1nnc(NC(=O)CCSCCC(=O)Nc2nnc(C)s2)s1
5.17µM*	3.8*	CC(C)(C)c1ccc(C2(C)NC(=O)N(CC(=O)NCc3cccs3)C2=O)cc1 (stereo not given)
-11.4%	1.1	CCOC(=O)CN=C/C(C(C)=O)=C(/C)O
-14.9%	-11.2	Cc1cccc(C)c1OCC(=O)NC(Cc1c[nH]c2ccccc12)C(=O)O (stereo not given)
u	x	O=C(O)COc1ccc(-c2nnn(CC(=O)O)n2)cc1
0.7%	2.0	COc1ccccc1NCCC(=O)OCC(=O)NC1CCCCC1
3.6%	10.6	COc1ccc(SCCN2CCN(C)CCC2=O)cc1
u	x	CC(C)CN(C(=O)COC(=O)c1cnccn1)c1c(N)n(Cc2ccccc2)c(=O)[nH]c1=O
u	x	CC(C)CN(C(=O)CSc1nnnn1C)C1CCS(=O)(=O)C1 (stereo not given)
u	x	Cc1cc(NC(=O)c2ccc(NC(=O)C(C)C)cc2)no1

High-throughput results deposited in PubChem by National Center for Advancing Translational Sciences (NCATS).
